Shn3 inh set2 = Schnurri-3 reporter inhibition in Clone20 osteoblasts; Clone20 osteoblast Shn3 3'UTR firefly luciferase, 24 h; inhibition, % at 12.5 µM; hit rate 0.52% among 360,000; AID 588674;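 active means mean inhibition of at least 75% with every replicate also reaching 75%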;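 further: 0% = median of neutral control wells and 100% = pilot-screen positive control compound; some compounds past the cut are filed as inactive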
KKLEB tox = counter-screen for CF NF-kB inhibitors: cytotoxicity | KKLEB CF airway cells viability, ATPlite luminescence, overnight; stronger effect = lower value; cells stimulated with P. aeruginosa culture filtrate | activity change (cytotoxicity), % at 5 µM | hit rate 0.36% among 360,000;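 active means corrected activity change at or below -50% at 5 µM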
Peg3 prom inh = reduces Peg3 promoter-driven luciferase expression in HeLa | inhibition, % at 20 µM | hit rate 1.7% among 360,000 | HeLa PEG-Prom luciferase reporter, luminescence, overnight;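 active means inhibition of at least 50% at 20 µM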
C8 TRAIL sens = sensitizes caspase-8 expressing cells to TRAIL; NB7+C8 cells + TRAIL, ATPlite viability luminescence; inhibition (viability loss, TRAIL sensitization), % at 10 µM; AID 624354; hit rate 1% among 360,000;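 active means compounds causing at least 50% loss of cell viability in the single-dose screen, relative to plate controls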
NR2E3 ag-1 = NR2E3 (human) agonism. Q9Y5X4. GST-NR2E3/biotin-RetCOR TR-FRET, 1536-well. inhibition of corepressor binding, % at 4.78 µM. hit rate 0.12% among 320,000. AID 2300;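 active means percent inhibition above the cutoff of mean plus 3 SD of all tested compounds, set per screening campaign, cut at about 20% in these data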;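 further: 0% = DMSO wells and 100% = biotin wells as full block of FRET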
Target sequence (Q9Y5X4 whole entry, looked up): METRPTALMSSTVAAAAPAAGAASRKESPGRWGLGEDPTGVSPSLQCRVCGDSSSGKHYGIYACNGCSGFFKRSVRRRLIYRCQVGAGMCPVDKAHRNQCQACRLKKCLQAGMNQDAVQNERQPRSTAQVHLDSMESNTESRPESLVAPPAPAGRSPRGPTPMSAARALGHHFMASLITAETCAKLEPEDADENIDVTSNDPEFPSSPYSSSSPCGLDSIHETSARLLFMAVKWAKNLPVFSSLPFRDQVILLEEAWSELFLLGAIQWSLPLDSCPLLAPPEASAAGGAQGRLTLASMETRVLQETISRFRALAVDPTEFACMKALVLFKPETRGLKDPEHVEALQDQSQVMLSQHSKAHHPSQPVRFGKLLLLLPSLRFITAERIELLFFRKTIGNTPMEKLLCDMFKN
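Material: NR2E3–RetCOR corepressor complex | Quantity: 1.35 nM GST-tagged NR2E3 final | Schedule: 5 h at 4 °C | Replication: Singlicate compound wells | Reagent: RetCOR corepressor, biotinylated, 7 nM | Controls: Biotin wells as high control, 0.6% DMSO wells as low control | Signal: TR-FRET, Eu(K)-anti-GST donor, streptavidin-D2 acceptor, ex 340, em 617/671 nm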
TRPM1 prom inh = inhibitors of MITF-driven TRPM1 promoter in melanoma cells | SK-MEL-5 TRPM1 promoter luciferase, 24 h | inhibition, % at 12.5 µM | hit rate 0.83% among 330,000;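 active means mean inhibition across replicates of 60% or more, whatever share of single replicates reaches that level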; further: values of inactives mirror those of a sister screen read the other way
CF NFkB inh = inhibitors of cystic fibrosis induced NF-kB. AID 588850. inhibition, % at 5 µM. hit rate 0.86% among 360,000. KKLEB NF-kB-GFP reporter, PAF-induced, GFP fluorescence overnight;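 active means at least 50% inhibition at 5 µM, scaled per plate between neutral and stimulator controls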;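 further: PAF is a Pseudomonas aeruginosa culture filtrate used as stimulus; plate controls were PAF-stimulated DMSO wells for no effect and unstimulated DMSO wells for full effect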
iPSC survival up = enhancers of human iPSC single-cell survival; hiPSC single-cell survival, ATPlite luminescence; 100% = ROCK inhibitor wells, 0% = DMSO; hit rate 0.044% among 360,000; survival enhancement, % at 20 µM; in the data active means survival enhancement above about 18%;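 further: cells exposed to compounds for 16 hours before the ATP read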
HIF-2a block = inhibitors of HIF-2a | AID 624352 | inhibition, % at 18.8 µM | 786-0 RCC cells HIF-2a reporter, luciferase luminescence, overnight | hit rate 0.72% among 360,000;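 active means inhibition of the luminescence signal of 40% or more relative to plate controls, in a single-dose primary screen at 18.75 µM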
LMP1 NFkB inh = Epstein-Barr LMP1 NF-kappaB reporter inhibition; hit rate 0.69% among 350,000; LMP1-induced NF-kappaB luciferase reporter cells, luminescence; inhibition, % at 12.5 µM; in the data active means inhibition above about 41%;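 further: 0% = neutral control wells and 100% = reference inhibitor control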
NR2E3 ag-2 = agonists of human NR2E3 nuclear receptor. AID 602229. CHO-S Gal4-NCOR/VP16-NR2E3 two-hybrid, luciferase. inhibition of corepressor binding, % at 3.98 µM. Q9Y5X4. hit rate 0.35% among 360,000;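 active means inhibition above the mean of all tested compounds plus 3 SD, cut at about 70% in these data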;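 further: 0% = DMSO with NR2E3 transfected cells and 100% = cells lacking NR2E3 construct; higher means lower luciferase signal from less NR2E3 corepressor binding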
Numbers without * were called inactive; nt = no result given. The list is partial, so the mix of outcomes need not match the whole.

no.	Structure	iPSC survival up	KKLEB tox	LMP1 NFkB inh	Peg3 prom inh	CF NFkB inh	NR2E3 ag-2	HIF-2a block	C8 TRAIL sens	NR2E3 ag-1	TRPM1 prom inh	Shn3 inh set2
1	Cc1ccc(C)c(N2CCN(C(=O)CCc3nc(-c4ccccc4F)no3)CC2)c1	0.2	-10	-13	-9	11	-9	-46	-18	nt	-30	-9
2	Cc1csc2nc(CNS(=O)(=O)N(C)C)cn12	-1.4	-18	-12	3	9	-16	-4	3	3	-1	-12
3	Cc1cc(NC(=O)CSc2nnc(-c3c[nH]c4ccccc34)n2-c2ccc(Cl)cc2)no1	-3.8	-9	-2	17	1	-6	-29	43	2	44	19
4	O=C(CSc1nnc(CCCN2C(=O)c3cccc4cccc(c34)C2=O)n1-c1ccccc1)N1CCCCC1	-0.2	19	2	17	-5	10	12	-4	1	4	33
5	CCCC(=O)Nc1ccc2c(c1)nc(CN1CCCC1)n2C	2.9	-5	6	17	4	6	20	-8	-1	13	11
6	O=C(Nc1ccc2c(c1)OCO2)c1cccc(S(=O)(=O)N2CCCC2)c1	-1.0	22	-17	-61	-8	-44	-50	6	1	-10	-13
7	CCc1ccc(NC(=O)c2noc3c2CCC3)cc1	1.3	-6	1	-48	-13	-125	9	28	2	13	-24
8	O=C(Nc1ccc2c(c1)nc1n2CCOC1)c1ccccc1	-2.2	5	-10	-209	-5	-66	-140	33	-1	-57	-24
9	O=C1NCC(COCc2ccco2)O1 (configuration not stated)	6.1	-6	-7	9	15	-19	12	-22	0	-2	-7
10	Clc1ccc(-c2csc(Nc3ccccc3)[n+]2Cc2ccco2)c(Cl)c1	-1.1	-1	-26	-201	28	-63	-300	9	nt	-83	-35
11	O=C(COc1ccc(N2C(=O)c3ccccc3C2=O)cc1)c1ccccc1	7.0	4	13	18	0	-4	7	5	4	-1	5
12	Cc1cccc(-n2c(C)cc(/C=C3/C(=N)N4C(c5ccccc5)=CSC4=NC3=O)c2C)c1	-1.8	-12	4	11	35	2	-3	15	1	-2	-15
13	Cc1nc(C)c(-c2ccc(SCc3ccccc3C)nn2)s1	0.9	1	-11	-187	-41	-73	-214	3	-1	-58	-25
14	CCOC(=O)CSc1nnc(-c2c[nH]c3ccccc23)o1	-0.1	-14	-13	-5	-11	2	26	-3	nt	0	-9
15	CCC1CCCCN1C(=O)COC(=O)c1n[nH]c2ccccc12 (configuration not stated)	-0.1	-7	-3	-15	-2	16	-26	-6	0	-9	-8
16	O=C(CC1SC(=NC2CCCCC2)NC1=O)Nc1ccccc1 (configuration not stated)	1.1	10	-1	-2	6	1	0	0	-1	-18	-2
17	COc1ccc(C)cc1NS(=O)(=O)c1ccccc1	3.3	-5	-9	8	5	-11	-1	-7	nt	-7	0
18	Cc1occc1C(=O)N1CCCC(Nc2ccc(F)cc2)C1 (configuration not stated)	-0.3	-8	-3	15	35	-31	4	-18	1	-2	2
19	O=C1C2C3C=CC(C4CC34)C2C(=O)N1CCCCN1CCN(c2ccc(F)cc2)CC1 (configuration not stated)	0.5	0	1	-1	-1	2	13	1	-2	-1	12
20	CN(C(=S)NC(=O)c1ccccc1)C1CCCCC1	-0.1	-12	1	29	-21	-35	50*	14	-1	-3	-8
21	CCOC(=O)c1c(N2C(=O)C3CC(C)=C(C)CC3C2=O)sc(C)c1C (configuration not stated)	1.5	-12	-2	13	4	2	-4	-9	1	2	-3
22	Cc1ccccc1OCC(=O)NCCCNC(=O)c1ccco1	0.5	-3	6	1	-3	-27	11	14	1	5	24
23	O=C(CCC(=O)Nc1ccc(F)cc1)N/N=C/c1c[nH]c2ccccc12	4.9	-7	4	5	7	15	21	-8	0	7	5
24	O=C(NN1CCOCC1)c1ccc(Cl)cc1	3.6	1	13	-2	-13	-6	11	-4	-4	4	2
25	Cc1cccc(NC(=O)Cc2noc3ccccc23)c1	-1.4	8	-4	-186	-11	-46	-219	-1	-1	-48	-20
26	COc1ccc(C(Nc2cc(C)ccn2)c2ccc3ccc(C)nc3c2O)cc1 (configuration not stated)	0.0	-29	1	9	39	-8	13	-11	-2	14	4
27	O=C1N=c2ccccc2=C1c1sc(Nc2ccc(O)cc2)nc1O	1.2	-3	-8	-51	-33	-28	-56	11	nt	-27	-25
28	CC(=Nc1ccc(Br)cc1)c1sc2ccccc2c1O	-0.3	-8	-41	-280	-33	-104	-316	39	-3	-61	nt
29	COc1ccc2cnnc(SCC(=O)Nc3ccc(C(=O)O)cc3)c2c1OC	-2.1	-4	-1	0	-10	-2	17	3	5	1	14
30	CCOc1ccc(NC2c3ccccc3C(=O)N2Cc2ccc3c(c2)OCO3)cc1 (configuration not stated)	0.9	13	-20	8	11	3	6	-9	-4	nt	-5
31	COc1cc(OC)c(NC(=O)N2CCOCC2)cc1Cl	1.8	3	-6	7	-6	6	5	1	nt	5	-4
32	CC(Sc1ccccc1)C(=O)NCCc1ccccc1 (configuration not stated)	0.8	5	1	-67	0	-26	-133	-12	3	-29	-24
33	Fc1cccc(Cc2c(-c3ccco3)nc3c4ccccc4ccn23)c1	-1.5	-20	nt	-271	-6	-154	-235	19	nt	nt	-143
34	O=C(O)CSc1nnc(-c2ccc(S(=O)(=O)N3CCCC3)cc2)n1Cc1ccco1	2.1	14	2	13	-12	-2	14	-5	0	7	-14
35	NC(N)=NN=C(c1ccc(F)cc1)c1ccc(C(F)(F)F)cc1	-2.1	-21	-10	99*	72*	16	41*	21	nt	103*	-11
36	OC[C@@H]1CN(Cc2cccnc2)C[C@H](n2cnc3c(NC4CCCC4)ncnc32)O1	0.7	-10	nt	1	0	4	0	12	nt	nt	-11
37	COCOCCn1cc(CN2CCS(=O)(=O)N(Cc3ccc(-c4ccc(OC)cc4)cc3)C(CC(C)C)C2=O)nn1 (configuration not stated)	1.0	10	-3	30	-5	-11	-20	11	nt	nt	17
38	Cc1ccc(COc2ccc(C(=O)NN)cc2)cc1	-0.6	0	3	-59	-17	-30	-63	-3	0	-15	0
39	Cc1ccc(C)c(Oc2cc(F)nc(N)n2)c1	0.3	11	7	-1	-13	-1	26	-2	-1	9	-1
40	O=C(Nc1nc(-c2cccs2)c(-c2ccccc2)s1)c1ccco1	0.0	0	0	-2	-24	-10	-19	3	-2	-2	-12
41	CCOc1cccc(OCCCCN2CCOCC2)c1	4.7	-5	-8	24	3	-5	10	4	4	-6	1
42	O=C(Nc1cc(-c2nc3ncccc3o2)ccc1Cl)c1ccc([N+](=O)[O-])o1	-0.4	-23	-26	88*	80*	-20	-46	35	-2	79*	35
43	Cc1cc(C(=O)N2CCN(S(C)(=O)=O)CC2)sc1-c1ccccc1	0.8	7	0	5	3	-15	-8	0	6	-3	17
44	Cc1cc(N/C(=N\S(=O)(=O)c2ccc(Cl)cc2)c2ccc(F)cc2)no1	-0.6	8	-7	-9	14	-10	12	-8	2	6	6
45	O=C(NCC(c1cccnc1)N1CCN(c2ccccc2)CC1)OCc1ccccc1 (configuration not stated)	-1.1	-8	8	2	-1	1	-1	14	-1	6	10
46	O=C1NC(c2ccccc2)Cc2ccncc21 (configuration not stated)	1.3	6	7	3	10	2	9	-10	nt	4	12
47	COc1ccc(CC(=O)NCc2ccccn2)cc1OC	3.5	4	-1	16	-5	-1	13	-28	-3	2	0
48	O=C(COc1ccc2c3c(c(=O)oc2c1)CCCC3)N1CCN(c2ccc(F)cc2)CC1	0.4	3	-2	0	-10	-2	-1	0	1	4	2
49	Cc1nc(=O)c(-c2ccccc2)c(C)n1-c1ccccc1	-0.5	7	-23	12	-15	2	20	9	4	8	-20
50	C=CCC(CC=C)(C(=O)O)c1ccccc1	-4.0	-3	1	6	8	6	6	-13	-1	-5	-7
51	CC1CCN(S(=O)(=O)CCNC(=O)c2ccc3c(c2)OCO3)CC1	-0.4	9	-5	0	7	-8	1	4	-1	5	-20
52	O=C(CSCc1ccc(Cl)cc1)Nc1ccc(-c2nnc(-c3ccccc3)o2)cc1	-0.1	-42	-105	51*	40	7	-3	-10	-1	14	44
53	O=C(N/N=C/c1ccc(N2CCOCC2)c([N+](=O)[O-])c1)c1ccc(F)cc1	-0.7	6	-22	16	1	-11	-2	-1	1	-3	7
54	CCCNC(=O)C1CCN(S(=O)(=O)c2ccc3[nH]c(=O)ccc3c2)CC1	-1.1	-16	4	7	4	-12	20	5	3	nt	-3
55	O=C(COC(=O)c1ccc(F)cc1F)NC(=O)Nc1ccc2c(c1)OCCO2	-0.3	-15	-2	-113	1	-48	-117	-16	6	-20	-15
56	COc1ccc(N2C(=O)C3CCCN3C2c2ccccc2Cl)cc1 (configuration not stated)	-0.3	13	-1	-25	0	-28	-36	-8	2	0	4
